Tau fibril FP – qHTS for Inhibitors of Tau Fibril Formation, Fluorescence Polarization | K18 P301L tau heparin fibrillization, Alexa594 FP, 6 h | Potency, µM (doses to about 57.7 µM), for the others: at the top dose activity, negative = inhibition, actives largely listed as inhibitors | hit rate 0.39% among 280,000 | AID 1468, 2008; further: nearly all actives have a fitted effect of over 55% in size
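Compound effects on tau fibrillization are measured by Alexa 594 fluorescence polarization (ex 555, em 632 nm). K18 P301L tau is used at 15 uM with 0.24 uM labeled tracer, and 20 uM heparin induces aggregation over 6 hr at 37 C.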
TR SRC2 fluor cs – Total Fluorescence Counterscreen for Inhibitors of the Interaction of Thyroid Hormone Receptor and Steroid Receptor Coregulator 2; AID 1479, 2009; Potency, µM (top dose mostly 106 µM), for inactives: top-dose fluorescence change, negative = quenching; hit rate 0.29% among 280,000; TRb/SRC2 Texas Red total fluorescence interference; active means well fitted curve in either direction with a large enough effect; inconclusive means small, poorly fitted or top-dose-only effect
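Human TRβ ligand-binding domain (0.6 uM) and Texas Red SRC2 peptide (20 nM) in Tris buffer with 1 uM T3 and 5% DMSO were incubated with pinned compound for 5 hr at ambient temperature. Total fluorescence was computed as S + 2P (555/632 nm).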
TRb-SRC2 inh – qHTS for Inhibitors of the Interaction of Thyroid Hormone Receptor and Steroid Receptor Coregulator 2; Thyroid hormone receptor beta (Homo sapiens), P10828; TRbeta-SRC2 peptide binding, fluorescence polarization; receptor liganded with 1 µM T3; Potency, µM (titrated, usually from 106 µM), without a hit: top-dose activity change, negative = inhibition, usual class: inhibitors; hit rate 0.065% among 280,000; AID 1469, 2008;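 further: plate controls were bound peptide for no effect and peptide without receptor for full effect; nearly all actives have a fitted effect of over 50% in size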
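A fluorescence polarization screen tested compounds at multiple concentrations against complex formation between 0.6 uM TRb ligand-binding domain and 20 nM Texas Red SRC2 peptide, with 1 uM T3 present; readout after 5 hr.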
RECQ1 helicase – qHTS Assay for Inhibitors of RecQ-Like Dna Helicase 1 (RECQ1); RECQ1 DNA unwinding, red fluorescence kinetic read; hit rate 0.54% among 240,000; Potency, µM (doses to about 57.3 µM), for the others: at the top dose activity, negative = inhibition, most hits filed as inhibitors;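 further: plate controls were vehicle for no effect and no enzyme for full effect; nearly all actives have a fitted effect of over 30% in size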
Target sequence (P46063 whole entry, looked up): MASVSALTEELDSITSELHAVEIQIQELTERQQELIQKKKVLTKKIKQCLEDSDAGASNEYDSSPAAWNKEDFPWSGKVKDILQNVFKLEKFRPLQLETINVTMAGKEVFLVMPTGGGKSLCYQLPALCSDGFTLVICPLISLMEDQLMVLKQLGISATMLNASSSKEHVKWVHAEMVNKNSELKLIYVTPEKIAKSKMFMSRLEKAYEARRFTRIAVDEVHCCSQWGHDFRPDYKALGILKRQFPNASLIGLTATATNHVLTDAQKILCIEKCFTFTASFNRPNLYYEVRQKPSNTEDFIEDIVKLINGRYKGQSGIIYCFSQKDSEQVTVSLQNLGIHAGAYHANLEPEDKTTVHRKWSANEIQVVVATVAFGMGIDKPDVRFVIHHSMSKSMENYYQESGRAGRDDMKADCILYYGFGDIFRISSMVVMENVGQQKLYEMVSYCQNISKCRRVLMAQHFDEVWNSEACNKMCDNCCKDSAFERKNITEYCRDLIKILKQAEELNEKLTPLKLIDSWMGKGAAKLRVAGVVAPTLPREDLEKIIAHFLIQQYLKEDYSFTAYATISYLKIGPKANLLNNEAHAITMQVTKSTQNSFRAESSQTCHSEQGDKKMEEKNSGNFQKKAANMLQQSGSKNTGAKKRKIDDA
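RECQ1T1 50 nM; forked duplex (20 bp + 30-nt ss tails) 200 nM, ATP 2 mM final; pH 8.0, 2 mM MgCl2, 2.5 ug/ml poly(dI-dC); 15 min compound preincubation; discontinuous kinetic read over 2 h at RT.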
KDM4E inh – qHTS Assay for Inhibitors of Human Jumonji Domain Containing 2E (JMJD2E) | Lysine-specific demethylase 4E (Homo sapiens), B2RXH2 | JMJD2E catalytic domain, FDH-coupled NADH fluorescence (FDH is formaldehyde dehydrogenase) | Potency, µM (highest dose often 57.1 µM), inactives show at the top dose activity change, negative = inhibition, usual class: inhibitors | hit rate 1.6% among 230,000; active means well fitted inhibition curve with a large enough effect, not every such curve was filed as active; inconclusive means small, poorly fitted or top-dose-only effect, or another doubt; inactive means no such curve, though single readings can be large or run the other way;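 further: 0% = wells with enzyme and -100% = buffer wells without enzyme; nearly all actives have a fitted effect of over 50% in size; many of its hits are not listed in these tables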
Target sequence (B2RXH2 1-337 limits assumed): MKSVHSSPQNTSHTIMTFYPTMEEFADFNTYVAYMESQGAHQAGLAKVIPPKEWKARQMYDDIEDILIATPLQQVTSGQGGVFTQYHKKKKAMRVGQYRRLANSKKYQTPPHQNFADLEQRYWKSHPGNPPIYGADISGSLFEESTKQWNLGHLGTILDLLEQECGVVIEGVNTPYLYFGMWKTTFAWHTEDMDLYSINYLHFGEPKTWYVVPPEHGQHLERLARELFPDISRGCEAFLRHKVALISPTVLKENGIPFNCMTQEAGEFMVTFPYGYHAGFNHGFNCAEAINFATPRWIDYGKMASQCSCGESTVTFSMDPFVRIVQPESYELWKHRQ
Tau fibril ThT – qHTS for Inhibitors of Tau Fibril Formation, Thioflavin T Binding | Potency, µM (highest dose often 57.4 µM), without a hit: at the highest dose activity, negative = inhibition, usual class: inhibitors | recombinant tau K18 P301L (four-repeat tau fragment), heparin-induced fibrillization, ThT fluorescence | AID 1460, 2008 | Microtubule-associated protein tau (Homo sapiens), P10636 | hit rate 2.1% among 270,000; further: nearly all actives have a fitted effect of over 55% in size
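Tau K18 P301L fragment (15 uM unlabeled plus 0.24 uM Alexa 594-labeled) in 100 mM sodium acetate pH 7 with compound, fibrillization induced by 20 uM heparin for 6 hr at 37 C. Thioflavin T (30 uM) added, fluorescence read after 1 hr (ex 450, em 510 nm).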
L3MBTL1 block – qHTS Assay for the Inhibitors of L3MBTL1; Potency, µM (series often up to 57.1 µM), inactives show at the top dose activity, negative = inhibition, hits mostly inhibitors; hit rate 0.66% among 230,000; AlphaScreen L3MBTL1–H3K9me1 peptide binding; Lethal(3)malignant brain tumor-like protein 1 (Homo sapiens), Q9Y468; further: nearly all actives have a fitted effect of over 60% in size
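First, the protein-peptide complex forms for 30 min at room temperature (L3MBTL1 50 nM, biotinylated H3K9me1 peptide 75 nM). Next, compounds are pin-transferred and incubated 30 min. Finally, AlphaScreen beads are added and read after 30 min.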
RGS12 GoLoco inh – qHTS Assay for Inhibitors of RGS12 GoLoco Motif Activity (Red Fluorophore). Guanine nucleotide-binding protein G(i) subunit alpha-1 (Homo sapiens), P63096. Gai1:RGS12 GoLoco peptide FP, rhodamine, 10 min. Potency, µM (doses to about 61.6 µM), for inactives: at the top dose activity, negative = inhibition, usual class: inhibitors. hit rate 0.44% among 230,000. AID 880, 2007; active means well fitted inhibition curve with a large enough effect, not every such curve was filed as active; inactive means no such curve, though single readings can be large or run the other way; further: nearly all actives have a fitted effect of over 30% in size; many of its hits are not listed in these tables
* = called active by the depositor; i = inactive; ? = inconclusive; / = not tested or not shown; & = joins results of further samples; [ ] = dose if it differs, or a comment. Unless noted, the call rests on the fitted dose curve; in most records, active means well fitted curve in the direction sought with a large enough effect; inconclusive means small, poorly fitted or top-dose-only effect, or another doubt; inactive means no such curve, though single readings can be large; an effect the other way counts as inactive or inconclusive. Unless noted, on the % scale 0 is the no-effect control and ±100 the full control effect; potency means the concentration at half of the fitted maximal effect. The list is partial; the hit share may differ from the screen's.

entry	mol	Tau fibril FP	TR SRC2 fluor cs	TRb-SRC2 inh	RECQ1 helicase	KDM4E inh	Tau fibril ThT	L3MBTL1 block	RGS12 GoLoco inh
1	CCOC(=O)C1=C(C)OC(N)=C(C#N)C1c1cc2ccccc2nc1N1CCCCC1 (stereo unspecified)	-6%	-3%	-1%	11%	?	?	12%	9%
2	COc1cc2c(cc1OC)-c1cc(NC3CCCCCCC3)nc(=O)n1CC2	-1%	-2%	4%	i	?	-11%	4%	14%
3	O=C(Cc1n[nH]c(=O)c2ccccc12)N1CCN(c2ccc(F)cc2)CC1	0%	2%	2%	8%	8%	5%	8%	-1%
4	Cc1cc(C(=O)OCC(=O)c2c(N)n(C)c(=O)n(C)c2=O)c(C)o1	8%	1%	0%	i	8%	-2%	/	6%
5	COc1cccc(NC(=O)CCNS(=O)(=O)c2cccc3nsnc23)c1	0%	-2%	-5%	-2%	-7%	-5%	/	-5%
6	CCOC(=O)c1cn2cccnc2n1	-5%	-5%	-3%	-7%	?	-12%	/	8%
7	CCN(CC)S(=O)(=O)c1ccc(-c2nnc(SCC(=O)Nc3nc(C)cs3)o2)cc1	-10%	0%	-8%	-11%	-5%	-11%	10%	11%
8	CCCn1nc(C(=O)OCC(=O)Nc2cccc(S(N)(=O)=O)c2)c2ccccc2c1=O	-3%	-2%	-4%	i	-1%	3%	9%	10%
9	COc1ccc(CCNC(=O)C(=O)NCC(c2cccnc2)N2CCN(c3ccccc3)CC2)cc1 (stereo unspecified)	-10%	?	-25%	/	/	-9%	/	/
10	COc1cc2nc(CN(C)Cc3ccc(Cl)cc3)[nH]c(=O)c2cc1OC	-3%	-2%	-2%	-1%	-2%	-7%	8%	-8%
11	O/N=C/c1ccccc1OCc1ccccc1Cl	-11%	-6%	-1%	i	4%	-14%	0%	-15%
12	CCOC(=O)C1=C(c2ccccc2)Nc2ncnn2C1c1cccc(OC)c1OC (stereo unspecified)	-1%	-1%	6%	-11%	2%	4%	-2%	1%
13	CCCN1CCN(C(=O)CN2C(=O)CC(C)(C)S(=O)(=O)c3ccccc32)CC1	-10%	-1%	-3%	-1%	10%	-4%	-5%	5%
14	CCOc1cccc(OCCOCCN(C)C)c1	3%	-1%	0%	-1%	?	-5%	-4%	2%
15	CS(=O)(=O)N(CC(=O)Nc1cccnc1)c1ccc2c(c1)OCO2	-4%	-8%	-7%	-8%	-22%	-16%	-1%	-1%
16	COc1ccc(C2SCC(=O)N2CCCN(C)C)cc1 (stereo unspecified)	1%	-10%	-7%	i	-2%	6%	/	-3%
17	CC(=O)Nc1cccc2c1C(=O)N(c1ccc(OC(C)=O)cc1)C2=O	1%	0%	3%	i	10%	4%	7%	4%
18	O=C(O)c1cccc(N2C(=O)c3ccc(C(=O)c4cccc([N+](=O)[O-])c4)cc3C2=O)c1	3%	0%	3%	-3%	-7%	/	/	-3%
19	CCc1ccc(N2CC(C(=O)NCc3ccc4c(c3)OCO4)CC2=O)cc1 (stereo unspecified)	-7%	2%	6%	-10%	-5%	-4%	1%	1%
20	Cc1c(Cl)cccc1NC(=O)C1NC(=O)CC1c1ccccc1 (stereo unspecified)	-2%	0%	3%	-2%	1%	-9%	/	-9%
21	CCOC(=O)CC(=O)CSc1ncnc2c1nnn2-c1ccc(OC)cc1	-12%	1%	-4%	-3%	-3%	?	6%	8%
22	CCC1OC(=O)C(C)[C@@H](O[C@H]2C[C@@](C)(OC)C(O)C(C)O2)C(C)[C@@H](O[C@@H]2OC(C)CC(N(C)C)C2O)[C@](C)(O)CC(C)/C(=N\OCOCCOC)[C@H](C)C(O)[C@]1(C)O (stereo partly specified)	-14%	-3%	6%	-6%	4%	0%	/	-5%
23	CC(CO)N1CCS(=O)(=O)CC1 (stereo unspecified)	1%	3%	3%	i	-1%	-6%	/	-3%
24	COc1ccc(N2CCN(C(=O)CSc3nnc(NC(=O)C4CCC4)s3)CC2)cc1	-1%	-1%[53 µM]	8%[53 µM]	i	6%	?	5%	14%
25	Cn1c2ccccc2c2nn(-c3ccccc3)c(=O)cc21	-4%	-4%	-4%	-7%	-4%	5%	8%	7%

2 compounds drawn at random from those above, as already listed:
entry	mol	Tau fibril FP	TR SRC2 fluor cs	TRb-SRC2 inh	RECQ1 helicase	KDM4E inh	Tau fibril ThT	L3MBTL1 block	RGS12 GoLoco inh
8	CCCn1nc(C(=O)OCC(=O)Nc2cccc(S(N)(=O)=O)c2)c2ccccc2c1=O	-3%	-2%	-4%	i	-1%	3%	9%	10%
4	Cc1cc(C(=O)OCC(=O)c2c(N)n(C)c(=O)n(C)c2=O)c(C)o1	8%	1%	0%	i	8%	-2%	/	6%

(further entries)
entry	mol	Tau fibril FP	TR SRC2 fluor cs	TRb-SRC2 inh	RECQ1 helicase	KDM4E inh	Tau fibril ThT	L3MBTL1 block	RGS12 GoLoco inh
26	O=C(NCc1ccco1)c1ccc2c(c1)N(Cc1ccc(F)cc1)C(=O)c1ccccc1S2(=O)=O	?	-1%	1%	/	/	-2%	/	/
27	COc1ccc(C(=O)N(Cc2ccc(C(C)C)cc2)C2CCS(=O)(=O)C2)cc1 (stereo unspecified)	-1%	?	-7%	/	/	-9%	/	/
28	O=C(c1ccco1)N1CCN(C(c2ccccc2)c2nnnn2C2CCCC2)CC1 (stereo unspecified)	-10%	0%	2%	-1%	-12%	-12%	6%	0%
29	Cc1cccc(N2CCN(C(=O)Cn3ncc4c([nH]c5ccccc54)c3=O)CC2C)c1 (stereo unspecified)	8%	5%	3%	/	/	3%	/	/
30	CC(c1ccccc1)N1CCN(C(=O)CCl)CC1 (stereo unspecified)	0%	0%	2%	-2%	-1%	-3%	9%	1%
31	N#CCCn1cc(C(=O)N2CCCCC2)c(-c2ccc([N+](=O)[O-])cc2)n1	5%	-2%	-4%	9%	-3%	-3%	8%	9%
32	CCOc1ccc(C(=O)NC(C)C2COc3ccccc3O2)cc1 (stereo unspecified)	-4%	-3%[53 µM]	-11%[53 µM]	6%	-7%	-12%	3%	-8%
33	O=C(NCc1nnc(SCC(=O)N2CCCCCC2)o1)c1ccco1	-3%	1%	-16%	-5%	4%	-10%	/	-9%
34	CN=c1scc(-c2ccc(Cl)cc2)n1C	1%	-5%	1%	-1%	3%	-1%	0%	4%
35	CCOc1ccccc1NC(=O)Cn1c(=O)n(-c2ccc(F)cc2)c(=O)c2c3c(sc21)CN(C(C)=O)CC3	1%	8%	-6%	/	/	-7%	/	/
36	NC(=O)c1ccccc1NC(=O)Nc1cccc(Cl)c1Cl	-7%	-1%	0%	-3%	?	-3%	-1%	4%
37	O=C(Cn1ncn2c(cc3sccc32)c1=O)NCCc1ccccc1	-10%	?	-7%	/	/	-4%	/	/
38	COc1ccc(S(=O)(=O)Nc2ccccc2C(=O)OC2CCCN(C)C2)cc1OC (stereo unspecified)	-6%	-1%	-10%	-1%	-12%	-6%	/	4%
39	CCOC(=O)c1c(NC(=O)CSc2nnc(-c3c[nH]c4ccccc34)n2C)sc2c1CCCC2	2%	-9%	2%	-3%	?	-9%	0%	6%
40	CN1CCN(Cc2c(C#N)c3ccccc3n2C)CC1	-3%	-2%	0%	-5%	5%	1%	-4%	4%
41	CCOC(=O)c1cc2c(C)n(-c3ccc(OCC)cc3)c(C)c2ccc1=O	0%	1%[53 µM]	-14%[53 µM]	i	?	?	-8%	17%
42	COc1ccc(C2C(C(C)=O)=C(O)C(=O)N2c2ccc(Br)cn2)cc1 (stereo unspecified)	?	1%	-5%	i	-14%	?	-1%	0%
43	COc1ccc(OC)c(NS(=O)(=O)c2ccc(-n3cccn3)cc2)c1	4%	-2%	4%	/	/	6%	/	/
44	O=C1OC(C(=O)Nc2ccccc2)Cc2ccccc21 (stereo unspecified)	0%	-2%	7%	-2%	7%	-5%	13%	4%
45	CCOCCCNC(=O)c1ccc2c(c1)NC(=O)C(CS(=O)(=O)Cc1ccc(F)cc1Cl)N2 (stereo unspecified)	?	-2%	13%	/	/	?	/	/
46	COc1cccc(CSc2nc3cc(C(=O)NC4CCCC4)ccc3c(=O)n2Cc2ccccc2)c1	?	-2%	-5%	/	/	-7%	/	/
47	CCn1nc(C(=O)Nc2ccccc2C)c(Cl)c1Cl	-3%	-3%	8%	-1%	4%	-1%	-9%	-29%
48	O=C(NCc1ccccn1)C12CC3CC(CC(C3)C1)C2	-2%	-3%	-7%	-7%	2%	-10%	1%	3%
49	S=c1[nH]ccn1Cc1ccccc1	1%	1%	7%	-12%	10%	1%	-12%	12%
50	O=C(OCCCCN1C(=O)c2ccccc2C1=O)c1n[nH]c2ccccc12	-13%	-2%	-5%	-6%	-12%	-11%	-8%	-2%
51	COC(=O)c1c(C)nn(-c2ccc(F)cc2)c1-n1cccc1	-7%	0%	1%	/	/	4%	/	/
52	CCn1nc(NS(=O)(=O)c2ccccc2)c2cc3cccc(C)c3nc21	9%	-7%	-1%	-4%	1%	?	/	0%
53	COc1ccc(CCN(C)CCCC(C#N)(c2cc(OC)c(OC)c(OC)c2)C(C)C)cc1OC (stereo unspecified)	-6%&-1%&-5%&-10%	1%&-6%&-1%&1%	9%&0%&-7%&-2%	-18%&-4%&-7%&-1%	2%&7%	-7%&-14%&-4%&4%	-7%	-2%&7%&0%&3%
54	S=C(Nc1ccc2[nH]ccc2c1)NC1CCCCC1	7%	-1%	2%	-15%	-6%	?	-5%	2%
55	Cc1ccc(CCNS(=O)(=O)c2ccc(C)cc2)cc1	-1%	-2%	2%	i	-5%	-1%	12%	-2%
